NS3 helicase inh – blocks Hepatitis C virus NS3 helicase unwinding; NS3 helicase DNA unwinding, Cy5 molecular beacon fluorescence; AID 1800; 290,000 compounds, 0.56% hits; inhibition, % at 10.9 µM;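 active = inhibition above the mean of all tested compounds plus 3 SD, set per campaign, cut at about 35% in these data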;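 also: 0% = DMSO wells and 100% = thioflavine S control wells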
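Test system: hepatitis C virus NS3 helicase domain fragment enzyme. Also added: annealed dual-labelled DNA beacon duplex, ATP-started. Timing: 60 min unwinding reaction at 25 °C after ATP addition. Technique: Cy5 fluorescence. Measure: % inhibition of unwinding.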
VIM-2 inhibitor – blocks Pseudomonas aeruginosa VIM-2 metallo-beta-lactamase | 290,000 compounds, 0.89% hits | AID 1527 | purified VIM-2, nitrocefin hydrolysis, epi-absorbance fluorescence | inhibition, % at 5.6 µM;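 active = inhibition above the mean of all tested compounds plus 3 SD, cutoff set per screening run, cut at about 7.5% in these data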;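 also: red hydrolysis product quenches plate fluorescence so inhibitors raise well fluorescence; 0% = enzyme with DMSO and 100% = DMSO without enzyme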
SUMO HTRF inh – SUMOylation inhibition. AID 2006. P63279. HTRF SUMOylation assay, SAE1/SAE2 + UBC9, in vitro. inhibition, % at 35 µM. 290,000 compounds, 0.36% hits; in the data active = inhibition above about 50%, passing the limit was not always enough; also: strong numbers were not always called active
Target sequence (P63279 whole entry, looked up): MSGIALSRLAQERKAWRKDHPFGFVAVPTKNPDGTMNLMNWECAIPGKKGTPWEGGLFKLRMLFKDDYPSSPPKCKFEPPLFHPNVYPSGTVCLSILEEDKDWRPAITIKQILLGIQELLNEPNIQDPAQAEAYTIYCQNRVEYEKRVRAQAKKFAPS
IMP-1 inhibitor – blocks Pseudomonas aeruginosa IMP-1 metallo-beta-lactamase; purified IMP-1, nitrocefin hydrolysis, epi-absorbance fluorescence; inhibition, % at 5.6 µM; 290,000 compounds, 0.45% hits; AID 1556;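 active = inhibition above the mean plus 3 SD of all compounds in the same screening run, cut at about 4.5% in these data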;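 also: 0% = IMP-1 with DMSO and 100% = DMSO wells lacking enzyme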
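System: purified IMP-1; amount: IMP-1 0.2 nM before substrate addition; compound: single dose, 5.6 µM; times: 25 °C, 15 min preincubation, 25 min reaction; signal: Epi-absorbance via hydrolysed-nitrocefin quenching of white-plate fluorescence, 480/530 nm, EDTA stop; benchmarks: DMSO with and without IMP-1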
MEKK2wt PB1 HTS – raises or lowers MEK5 binding to wildtype human MEKK2 PB1 domain | Q9Y2U5 | bead flow cytometry, Alexa488-MEK5 binding to MEKK2 WT; actives lie on both sides | binding response (% of control), % at 10 µM | 290,000 compounds, 1.1% hits | AID 1531; in the data active = binding response below about 67% or above about 130%
NALP1 yeast inh – NALP1 inhibition; AID 2071; inhibition, % at 10 µM; 280,000 compounds, 0.61% hits; S. cerevisiae NALP1/ASC/caspase-1 growth, X-gal OD620, 72 h; in the data active = inhibition mostly above about 24%, no sharp cut-off; inactive = mostly below about 32%; also: some compounds called inactive have numbers as strong as hits
M18AAP inhibitor – blocks P. falciparum M18 aspartyl aminopeptidase. AID 1822. inhibition, % at 7.35 µM. 290,000 compounds, 1.2% hits. recombinant PfM18AAP, H-Glu-NHMec fluorogenic cleavage;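 active = inhibition above the campaign mean inhibition over all tested compounds plus 3 SD, cut at about 28% in these data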;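 also: 0% = plate median of test compound wells and 100% = 2 mM ZnCl2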
MEKK2 mut-MEK5 – signal of MEK5 binding to mutant human MEKK2 PB1 domain; bead flow cytometry, Alexa488-MEK5 binding to MEKK2 mutant; percent response, % at 10 µM; 290,000 compounds, 0.35% hits; AID 1530; in the data active = percent response above about 24%, passing the limit was not always enough; also: inactives centre near 1; some results filed as inactive read as strong as hits
DNA FID counter – counter-screen for HCV NS3 helicase inhibitors: DNA intercalator displacement; 290,000 compounds, 0.17% hits; inhibition, % at 7.9 µM; DNA fluorescent intercalator displacement, fluorescence; in the data active = inhibition above about 37%;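 also: 0% = vehicle and 100% = reference compound; higher means more ethidium bromide displaced from hairpin DNA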
The depositor's hits bear a star; . = no result given. Rows are unselected. Share with any hit: about 4.7%.

structure	NALP1 yeast inh	MEKK2wt PB1 HTS	IMP-1 inhibitor	NS3 helicase inh	M18AAP inhibitor	VIM-2 inhibitor	SUMO HTRF inh	DNA FID counter	MEKK2 mut-MEK5
CC(=O)/C(=C/c1ccccc1)C(=O)Nc1ccccc1C	-1.3	75.0	1.3	3.4	-0.7	-0.1	-0.4	-8.7	-13.0
FC(F)(F)c1ccc(C2Nc3cccc4cccc(c34)N2)cc1	4.8	96.0	-4.5	23.2	-12.2	-0.3	5.9	3.4	-5.0
COc1ccc2[nH]cc(S(=O)(=O)c3ccc(C)cc3)c2c1	13.9	92.0	-1.3	-4.7	-14.8	2.1	-3.9	-8.2	-11.0
CC(=O)/C(C(=N)N1CCN(C(c2ccccc2)c2ccccc2)CC1)=C(\C)O	6.0	98.0	-0.6	-6.1	6.4	1.4	10.2	-1.8	-4.0
CCn1c(SCC(=O)N/N=C/C(C)=C/c2ccco2)nnc1-c1ccccc1	11.4	99.0	-1.7	4.2	4.2	-1.6	38.7	-24.1	2.0
CCOc1ccc(N=CC2=C(O)CC(C)(C)CC2=O)cc1	-9.4	99.0	-3.4	0.0	0.7	-5.4	11.6	-6.2	1.0
CC(C)(C)NC(=O)CN(C(=O)CNC(=O)c1cccs1)c1ccccc1F	-21.3	108.0	-2.3	10.9	0.8	-2.3	-16.7	-11.2	1.0
O=C(CN(CCc1ccccc1)C(=O)c1csnn1)NCc1ccc(F)cc1	1.5	102.0	-3.8	7.9	-9.7	-2.6	-2.1	-21.0	8.0
CN(CC(CC(=O)Nc1nncs1)c1ccccc1)S(=O)(=O)c1ccccc1 (stereo not drawn)	-36.0	97.0	-5.5	-11.6	-0.5	-1.9	0.6	-23.2	2.0
NC(=O)c1nsc(C(=O)N(Cc2cccnc2)C(C(=O)NCc2ccc(F)cc2)c2ccc(O)cc2)c1N (stereo not drawn)	-1.9	99.0	-1.9	-7.1	0.3	-0.6	-6.3	-20.9	-4.0
COC(=O)c1ccc(NC(=O)C(=O)c2cn(CC(=O)N3CCOCC3)c3ccccc23)cc1	-5.5	109.0	-2.8	1.6	8.2	-7.4	23.1	-0.6	4.0
O=C(NN1C(=O)C2C(C1=O)C1C=CC2C12CC2)c1ccccc1Cl (stereo not drawn)	1.0	98.0	-1.6	6.2	-1.0	-3.5	-0.3	-7.8	9.0
O=C(NNC(=O)C1CC1)c1cccc([N+](=O)[O-])c1	4.3	113.0	-1.8	5.0	-3.8	-1.6	1.1	-4.4	7.0
COc1cc(C(=O)OCCCN2CCOCC2)ccc1O	3.8	90.0	0.1	4.8	-1.5	-0.7	8.7	14.6	-13.0
Cc1ccc(CN2C(=O)CCC2C(=O)NCc2cccnc2)cc1 (stereo not drawn)	8.5	99.0	-0.5	1.9	-14.9	-1.5	14.1	2.0	4.0
COc1ccc(C(=O)CSc2nnc(CN3CCCCC3)n2-c2ccc(F)cc2)cc1OC	.	97.0	-2.6	6.7	6.3	-4.7	12.1	-26.6	-2.0
Cc1nnc(SCC(=O)NC2CCCc3c2cnn3-c2ccccc2F)o1 (stereo not drawn)	24.4	101.0	1.1	1.0	-5.1	0.6	4.1	-13.1	1.0
CCN(CCCn1c(=S)[nH]c2ccc(N3CCOCC3)cc2c1=O)c1ccccc1	-9.5	103.0	-4.2	15.5	-0.8	-3.4	23.0	-6.2	4.0
C=CCCC(=O)NC1CCCc2c1cnn2-c1ccccc1F (stereo not drawn)	2.4	106.0	-1.3	3.9	1.8	-1.9	0.1	-6.0	5.0
Cc1cc([N+](=O)[O-])ccc1NC(=O)c1cc2ccccc2o1	7.9	104.0	-3.4	3.1	6.5	-3.8	-7.8	-1.7	18.0
COC(=O)c1nn(-c2ccccc2)c(Cl)c1/C=N/OCc1ccc(C)cc1	-1.3	98.0	-0.7	-0.7	-17.3	-0.5	-26.7	-2.9	-7.0
CC1(C)Cc2ccccc2-c2nnc(SCc3ccc(C#N)cc3)n21	3.8	89.0	-3.4	-0.8	0.5	-4.2	2.9	-30.0	-3.0
CCC1=C/C(=C\c2ccc3c(c2)OCO3)C(=O)S1	17.9	97.0	6.7*	28.4	24.5	4.4	15.5	-13.6	-1.0
O=S(=O)(CCCc1ccccc1)c1ncn[nH]1	27.0	101.0	-2.3	1.6	5.5	-0.8	31.2	-3.6	0.0
CC(C)CN(CC(C)C)C(=O)CN1c2cccc3cccc(c23)S1(=O)=O	28.4	101.0	-0.9	3.1	-11.9	-2.6	14.7	-28.6	0.0
Cc1oc(-c2cccc(Br)c2)[n+]([O-])c1C	11.1	97.0	-2.6	-5.4	-2.9	-0.6	-6.1	7.8	1.0
COc1ccc2cc(CN(CC3COCCO3)S(=O)(=O)c3ccccc3)c(=O)[nH]c2c1 (stereo not drawn)	14.5	108.0	-2.4	-4.3	-3.3	-0.7	25.9	-11.0	9.0
CN(C(=O)C12CC3CC(CC(C3)C1)C2)C1CCS(=O)(=O)C1 (stereo not drawn)	12.1	105.0	-2.4	2.5	-10.4	0.0	13.1	-0.8	6.0
CC(=O)N1CCOc2ccc(S(=O)(=O)NCCc3cccc(C)c3)cc21	5.8	104.0	-2.0	3.8	0.3	-2.5	15.7	-28.1	5.0
CC(C)(C)c1ccc(C(=O)N/N=C2\C3CN4CCN(C3)CC2(c2ccccc2)C4)cc1	23.0	106.0	-5.1	1.1	0.6	-3.6	-11.7	-3.6	0.0

The list goes on, overlapping the part above by 2 compounds.
structure	NALP1 yeast inh	MEKK2wt PB1 HTS	IMP-1 inhibitor	NS3 helicase inh	M18AAP inhibitor	VIM-2 inhibitor	SUMO HTRF inh	DNA FID counter	MEKK2 mut-MEK5
CC(=O)N1CCOc2ccc(S(=O)(=O)NCCc3cccc(C)c3)cc21	5.8	104.0	-2.0	3.8	0.3	-2.5	15.7	-28.1	5.0
CC(C)(C)c1ccc(C(=O)N/N=C2\C3CN4CCN(C3)CC2(c2ccccc2)C4)cc1	23.0	106.0	-5.1	1.1	0.6	-3.6	-11.7	-3.6	0.0
CCSc1nc(O)c(C(c2cccc(OC)c2)c2c(O)nc(SCC)[nH]c2=O)c(=O)[nH]1	9.0	117.0	-2.5	18.6	3.4	-0.4	24.5	1.0	5.0
COc1ccc(N(C)S(=O)(=O)c2cccc(C(=O)OCC(=O)NCc3ccccc3OC)c2)cc1	.	79.0	1.4	-15.1	-6.9	-0.6	2.5	-31.3	-4.0
COc1ccc(OC)c(S(=O)(=O)N2CCCC(C(=O)NCc3cccnc3)C2)c1 (stereo not drawn)	4.0	99.0	-1.6	2.3	-1.4	-1.8	12.9	-8.3	0.0
CCOC(=O)N1CCN(CC(=O)Nc2cc(OC)c(OC)cc2C#N)CC1	-9.6	100.0	-2.4	5.9	-0.7	-1.2	5.7	-8.0	5.0
C/C(=N\NS(=O)(=O)c1ccc(Cl)c([N+](=O)[O-])c1)c1ccc(C)o1	5.4	103.0	-1.0	4.0	-25.1	0.4	25.5	0.3	2.0
Cc1nc2ccccc2c2oc(C(=O)NCCCN3CCCC3=O)cc12	20.9	96.0	-1.2	-5.0	-7.5	1.8	-1.9	-11.3	2.0
CC(=O)c1cccc(N(CC(=O)NC2CCCCC2)C(=O)c2csnn2)c1	21.0	102.0	-3.3	1.4	-3.6	-2.1	-13.8	-5.7	1.0
CCN(CC)CCNc1ncnc2c1sc1nc(N3CCOCC3)c3c(c12)CCCC3	15.4	130.0	-2.6	-66.4	9.1	15.5*	8.1	29.8	17.0
COc1ccc(C(=O)N/N=C/c2ccc(SC)cc2)cc1	40.8	96.0	-0.9	-9.4	0.4	-3.3	-14.4	-6.2	-3.0
COc1ccc(Nc2nnc(SCC(=O)c3cc(C)n(CC4CCCO4)c3C)s2)cc1 (stereo not drawn)	-6.9	104.0	0.5	-7.2	3.7	-2.4	-5.2	-17.4	1.0
COc1ccc(-c2csc(N(C)C(=O)c3ccco3)n2)cc1	3.0	110.0	-5.8	3.7	-10.2	-0.4	4.7	-8.4	7.0
COc1ccc(-c2cc(C#N)nc(N3CCN(c4ccccc4)CC3)n2)cc1	-0.9	97.0	-3.3	0.7	1.0	-1.4	13.8	4.1	-2.0
C#Cc1ccc([C@H]2C=C(C(=O)N3CCOCC3)O[C@@H](OCC)[C@@H]2CCCO)cc1	1.6	102.0	-3.3	8.0	7.4	-2.0	-5.4	-29.5	3.0
CCOc1ccc(C(=O)Nc2nnc(NC(=S)Nc3ccccc3)s2)cc1	-8.8	80.0	-0.5	-0.9	-4.4	-2.7	-2.5	1.8	-12.0
Cc1cc2ccccc2c(=O)n1CC(=O)Nc1ccc2c(c1)OCCO2	0.9	104.0	-2.5	4.3	-2.2	-1.4	-19.3	-7.0	9.0
CCOCCCNC(=O)c1ccc(NC(C)=O)cc1	15.9	107.0	-3.8	-2.4	7.9	-2.4	-1.3	-1.0	3.0
N#CC1=C(N)Oc2c(ccc3ccccc23)C1c1cccs1 (stereo not drawn)	-0.5	97.0	-2.6	3.6	-1.1	-0.8	28.6	-7.7	1.0
Cn1cc(CCC(=O)N2CCCC(Nc3ccc(F)cc3)C2)cn1 (stereo not drawn)	-1.4	102.0	-1.5	9.7	25.5	-1.6	-0.8	-22.0	5.0
Cc1ccc2nsnc2c1N(S(C)(=O)=O)S(C)(=O)=O	11.1	103.0	-0.2	-15.4	-8.8	2.3	10.5	-2.1	14.0
COCCN(Cc1cc2cc3c(cc2nc1Cl)OCO3)C(=O)c1cccc(C)c1	.	80.0	0.1	-0.8	12.3	0.9	-19.2	-36.1	-5.0
CCC(C)NC(=O)c1cn(C)c(=O)c2cc(OC)c(OC)cc12 (stereo not drawn)	22.4	107.0	-3.2	-3.5	1.8	-0.9	17.0	-4.8	0.0
CC(C)(C)n1ncc2c(=O)n(CC(=O)Nc3ccc4c(c3)OCCO4)cnc21	-7.6	101.0	-0.2	-4.1	-4.2	3.2	3.7	-12.9	1.0
Cc1ccc(/C=C2\SC(=S)N(CCC(=O)NNS(=O)(=O)c3ccccc3)C2=O)cc1	.	91.0	-2.8	10.8	4.8	-1.2	15.3	-4.7	-8.0
COc1ccc(C(=O)Nc2ccccc2[N+](=O)[O-])cc1S(=O)(=O)N1CCOCC1	1.4	98.0	-2.8	-5.0	6.1	-1.3	-4.2	-10.5	0.0
O=C(Nc1cccc(C(F)(F)F)c1)C1CCCN(c2ncccn2)C1 (stereo not drawn)	5.5	97.0	-2.9	-2.4	-11.3	-2.3	1.4	-11.7	0.0
CCCCCOc1ccc(Cn2ccnc2)cc1[N+](=O)[O-]	47.6	104.0	-4.5	-23.5	4.3	0.4	12.8	9.2	-1.0
O=C(NCc1cccs1)c1cc(-c2ccc(O)cc2)on1	.	55.0	-1.0	29.0	-15.0	0.4	8.6	-2.8	-17.0
CCOC(=O)CC1=NN(c2ccccc2)C(=O)/C1=C\c1ccc(OC)cc1OC	-0.1	106.0	-1.6	20.5	2.4	-4.3	7.9	-20.2	-1.0

Source: PubChem BioAssay
